ABHD4 inh: inhibits mouse alpha/beta hydrolase domain 4. Q8VD66. purified mABHD4, FP-Rh probe fluorescence polarization. inhibition, % at 8.92 µM. 370,000 tested, 0.54% active;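 active = inhibition exceeding the mean over every tested compound plus 3 SD, cut at about 30% in these data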;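 also: 0% = plate median of compound wells and 100% = S159A mutant with DMSO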
Target sequence (Q8VD66 whole entry, looked up, the tested form may be a part): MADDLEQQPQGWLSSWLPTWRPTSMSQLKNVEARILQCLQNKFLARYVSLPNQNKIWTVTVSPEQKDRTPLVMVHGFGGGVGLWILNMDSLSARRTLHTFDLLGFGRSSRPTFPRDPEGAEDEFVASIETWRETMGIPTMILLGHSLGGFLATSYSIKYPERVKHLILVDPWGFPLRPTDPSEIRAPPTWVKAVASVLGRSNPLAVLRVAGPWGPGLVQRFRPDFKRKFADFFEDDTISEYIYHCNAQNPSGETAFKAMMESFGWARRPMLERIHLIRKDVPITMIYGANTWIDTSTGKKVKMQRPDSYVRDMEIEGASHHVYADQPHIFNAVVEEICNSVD
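Doses – 8.92 µM, single dose · Material – wild-type mouse ABHD4 protein · Replication – single well per compound (singlicate) · Measure – percent inhibition of probe binding, normalized to plate controls · Schedule – 45 min compound pre-incubation plus 60 min probe step, 25 °C · Detection – fluorescence polarization with parallel and perpendicular emission, 525/598 nm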
PRMT1 inh: inhibitors of human PRMT1 | Q99873 | recombinant PRMT1, activity-based probe fluorescence polarization | inhibition, % at 2.79 µM | 370,000 tested, 1.3% active;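 active = inhibition above about 21% made by adding two undisclosed values, limit read from the data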
Target sequence (Q99873 whole entry, looked up): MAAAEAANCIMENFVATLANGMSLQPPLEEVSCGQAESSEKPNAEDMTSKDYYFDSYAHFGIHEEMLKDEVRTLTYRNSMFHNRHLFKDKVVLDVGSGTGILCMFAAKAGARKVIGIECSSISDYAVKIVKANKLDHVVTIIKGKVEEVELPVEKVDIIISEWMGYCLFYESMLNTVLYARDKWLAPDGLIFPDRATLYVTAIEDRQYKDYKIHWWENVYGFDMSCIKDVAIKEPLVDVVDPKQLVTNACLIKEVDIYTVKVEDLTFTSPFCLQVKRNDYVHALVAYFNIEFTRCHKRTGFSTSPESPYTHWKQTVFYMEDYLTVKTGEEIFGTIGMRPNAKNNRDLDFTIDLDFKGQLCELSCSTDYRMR
SIAE primary: blocks human sialic acid acetylesterase. Q9HAT2. SIAE FP-Rh probe binding, fluorescence polarization. 370,000 tested, 0.69% active. inhibition, % at 9.66 µM. AID 1053197;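 active = inhibition above a cutoff: mean of compounds within the control limits plus 3 SD of those, cut at about 17% in these data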;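 also: 0% = plate median of compound wells and 100% = probe without SIAE protein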
PG9 binder: small molecules binding HIV-1 gp120 antibody PG9; inhibition, % at 6.7 µM; TR-FRET gp120-PG9 antibody binding; AID 624416; 360,000 tested, 0.43% active; in the data active = inhibition above about 8.5%
LEDGF integ inh: blocks HIV-1 LEDGF/p75-dependent DNA integration. 370,000 tested, 0.64% active. TR-FRET IN-LEDGF/p75 DNA integration, Eu/Cy5. inhibition, % at 3.7 µM. AID 743269;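 active = inhibition above the screen-wide mean plus 3 SD, cut at about 13% in these data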;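 also: signal is the Cy5 over europium emission ratio at 671 and 618 nm; 0% = plate median of compound wells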
rCAG RNA binder: r(CAG) repeat RNA binding; TO-PRO-1 dye displacement fluorescence; inhibition, % at 3 µM; 370,000 tested, 1.3% active; AID 651821;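 active = inhibition above the plate cutoff, the mean of all test compounds on that plate plus 3 SD, cut at about 35% in these data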;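 also: 0% = DMSO alone and 100% = 100 µM mitoxantrone as full dye displacement; higher means more dye released from RNA so lower well fluorescence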
NR1D1 modulator: modulators of human Rev-erb alpha DNA binding. P20393. activity, % at 10 µM. 370,000 tested, 0.79% active. Rev-erbα–FITC-DNA binding, fluorescence polarization, 90 min;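 active = activity above about 14%, limit read from the data; passing the limit was not always enough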;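 also: 0% = DMSO wells with 35 nM protein and 100% = DMSO wells with 750 nM protein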
TDP2 absorb: TDP2 (human) inhibition, absorbance primary screen; recombinant TDP2, T5PNP hydrolysis, p-nitrophenol absorbance 415 nm; AID 720702; O95551; 370,000 tested, 0.34% active; inhibition, % at 12.8 µM;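 active = inhibition above the mean of all tested compounds plus 3 SD, set per campaign, cut at about 25% in these data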;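 also: 0% = DMSO with enzyme and 100% = buffer with substrate but no TDP2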
Target sequence (O95551 whole entry, looked up): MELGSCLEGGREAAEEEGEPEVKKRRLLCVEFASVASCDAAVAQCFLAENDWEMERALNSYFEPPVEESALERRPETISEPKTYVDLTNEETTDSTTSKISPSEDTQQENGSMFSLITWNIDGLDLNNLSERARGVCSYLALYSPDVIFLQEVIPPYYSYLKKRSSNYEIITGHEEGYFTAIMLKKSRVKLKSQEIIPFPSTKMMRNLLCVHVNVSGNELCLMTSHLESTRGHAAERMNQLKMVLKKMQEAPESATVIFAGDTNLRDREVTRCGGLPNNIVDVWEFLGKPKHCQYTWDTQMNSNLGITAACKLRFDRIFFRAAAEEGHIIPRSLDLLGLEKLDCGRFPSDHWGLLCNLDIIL
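test system = human TDP2 enzyme | input = TDP2 enzyme at 120 nM final | medium = 50 mM Tris-HCl pH 7.5 with Mg2+, KCl, DTT, BSA | also added = T5PNP substrate, 5 mM | times = 2 h at 37 °C | technique = epi absorbance | benchmarks = high control without enzyme, low control DMSO plus TDP2 | replication = each compound tested once, singlicate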
TCR CD3 inh: inhibitors of human TCR-CD3 interaction | TAMRA-labeled TCR probe fluorescence, biochemical | inhibition, % at 9.4 µM | AID 651800 | 360,000 tested, 0.37% active; in the data active = inhibition above about 19%;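 also: recombinant mutant TCR 2C K166C tagged with TAMRA read by polarization; 0% = receptor in buffer alone and 100% = receptor with positive control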
HTRA1 inhibitor: inhibitors of human serine peptidase HTRA1; Q92743; recombinant HTRA1, FP-rhodamine activity-based probe, fluorescence polarization; inhibition, % at 5.96 µM; 340,000 tested, 0.5% active; AID 504803; in the data active = inhibition above about 36%;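 also: 0% = enzyme with DMSO and 100% = wells lacking enzyme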
* marks the source's active call; other numbers are inactive results; / = not tested or not shown.

SMILES	ABHD4 inh	PRMT1 inh	SIAE primary	PG9 binder	LEDGF integ inh	rCAG RNA binder	NR1D1 modulator	TDP2 absorb	TCR CD3 inh	HTRA1 inhibitor
O=C(O)Cc1c[nH]c2ccc(O)cc12	11	27*	7	-5.1	2	3	-2	5	5	3
O=C(C1CCC(=O)N(C2CC2)C1)N1CCC(Oc2ccccc2F)CC1 (stereo not given)	0	3	-4	0.5	1	-9	0	-6	-5	-5
O=C(NCCCn1ccnc1)C(Cc1ccccc1)N1C(=O)c2ccccc2C1=O (stereo not given)	4	6	3	-1.1	-2	1	2	-16	0	-1
CCOC(=O)C1CCN(C(=O)COC(=O)c2c(C)c(CC)nc3ccccc23)CC1	-2	-2	6	1.1	0	-1	9	2	1	-4
O=C(CN1C(=O)C2CCCCC2C1=O)NC1CCCc2ccccc21 (stereo not given)	6	0	4	-0.2	-2	-2	-7	-15	2	1
CC(C)N1Cc2nnn(Cc3ccccc3)c2-c2ccccc2S1(=O)=O	-3	-2	-1	/	1	-1	-3	-10	/	/
CCOc1cc(N2CCOCC2)c(OCC)cc1NC(=O)CN1CCC(Cc2ccccc2)CC1	-3	-1	-1	-1.4	2	-2	0	-2	0	3
CC1CCCCN1S(=O)(=O)c1csc(C(N)=O)c1 (stereo not given)	0	4	-1	1.1	-4	-3	8	4	-7	-3
CC(C)C(NS(=O)(=O)c1ccccc1)C(=O)N1CCN(C(=O)c2ccco2)CC1 (stereo not given)	-5	0	-5	-1.3	3	-4	-7	-8	5	1
Cc1ccc(S(=O)(=O)N2CCC(C(=O)NCC3CCCCC3)CC2)cc1	5	-1	-5	-1.2	2	-4	-5	6	0	-13
Cc1c(OCC(=O)NCC(O)c2ccccc2)ccc2c3c(c(=O)oc12)CCC3 (stereo not given)	0	6	-7	-0.8	1	1	10	3	3	-6
Cc1ccc(S(=O)(=O)Nc2ccc(O)c3ccccc23)c(C)c1	29	13	7	-0.9	14*	22	2	29*	-5	5
C[C@H](CO)N1C[C@H](C)[C@@H](CN(C)C(=O)Nc2ccc3c(c2)OCO3)Oc2c(NC(=O)c3ccncc3)cccc2C1=O	-2	2	-1	-1.4	0	0	0	2	3	1
CNc1sc(C(=O)c2cccs2)c(N)c1-c1nc2ccccc2s1	26	3	1	-0.2	0	31	4	10	3	21
CN(C(=O)c1nn(C)c2c1CSc1ccccc1-2)c1ccc(F)cc1	-2	16	-4	1.9	1	-1	-1	-14	0	2
CCc1ccc(NC(=O)NCc2ccccn2)cc1	-1	1	-3	-1.4	-5	-3	-2	-11	-6	-1
CCOC(=O)CC(NS(=O)(=O)c1ccc(OC)c(OC)c1)c1cccc([N+](=O)[O-])c1 (stereo not given)	-1	1	0	0.1	6	2	2	-6	10	0
CCN1CCCc2cc(CN(CCN3CCOCC3)C(=S)Nc3ccc(OC)c(OC)c3)ccc21	-7	10	-5	-1.5	0	-2	-2	6	-7	8
Cc1cc(C(=O)Nc2cnc3ccccc3c2)ccc1[N+](=O)[O-]	3	-1	-6	1.7	-2	0	-12	-4	-3	-2
O=C(CCn1c(=O)sc2ccccc21)NCc1cccs1	-2	-2	-1	-1.1	-2	-2	1	1	6	6

Random excerpt: 4 compounds from above.
SMILES	ABHD4 inh	PRMT1 inh	SIAE primary	PG9 binder	LEDGF integ inh	rCAG RNA binder	NR1D1 modulator	TDP2 absorb	TCR CD3 inh	HTRA1 inhibitor
Cc1ccc(S(=O)(=O)N2CCC(C(=O)NCC3CCCCC3)CC2)cc1	5	-1	-5	-1.2	2	-4	-5	6	0	-13
CCOc1cc(N2CCOCC2)c(OCC)cc1NC(=O)CN1CCC(Cc2ccccc2)CC1	-3	-1	-1	-1.4	2	-2	0	-2	0	3
Cc1cc(C(=O)Nc2cnc3ccccc3c2)ccc1[N+](=O)[O-]	3	-1	-6	1.7	-2	0	-12	-4	-3	-2
CC(C)C(NS(=O)(=O)c1ccccc1)C(=O)N1CCN(C(=O)c2ccco2)CC1 (stereo not given)	-5	0	-5	-1.3	3	-4	-7	-8	5	1

More records:
SMILES	ABHD4 inh	PRMT1 inh	SIAE primary	PG9 binder	LEDGF integ inh	rCAG RNA binder	NR1D1 modulator	TDP2 absorb	TCR CD3 inh	HTRA1 inhibitor
COc1ccc(-c2ccc(CN3C(CC(C)C)C(=O)N(Cc4cn(CC5CCCCC5)nn4)CCS3(=O)=O)cc2)cc1OC (stereo not given)	-4	-1	-2	-0.6	-2	9	-3	8	-2	-34
CCCCNC(=O)c1onc(CSc2cccc3ccccc23)c1C(=O)O	-34	2	-12	-0.2	1	62*	-4	4	6	-29
CCOc1ccc(NC(=S)NNC(=O)c2ccc(Br)cc2)cc1	5	-3	8	0.3	3	27	-6	-24	5	1
FC(F)(F)c1nnc2ccc(-n3ccnc3)nn12	4	0	-7	1.6	-5	0	-5	3	-2	-1
CCCN(CCC)Cc1c(C(=O)N/N=C/CCc2ccccc2)nnn1-c1nonc1N	-18	-4	-3	-0.4	-1	4	6	-11	-6	-38
CCOC(=O)C1CCN(C/C=C/c2ccccc2OC)CC1	12	5	0	1.0	5	-2	1	3	-5	-1
O=C(NN1C(=O)C2C3c4ccccc4C(c4ccccc43)C2C1=O)c1ccccc1 (stereo not given)	-5	0	12	-3.5	5	0	0	-13	5	2
Cc1ccc(C(=O)Nc2nc(C)c(C)s2)o1	5	2	-3	-1.4	0	2	8	-10	6	1
CC1CC1C(=O)Nc1cc(S(=O)(=O)N2CCOCC2)ccc1N1CCCC1 (stereo not given)	-2	-5	-2	-0.7	-2	-4	/	-4	5	6
CCOc1ccc2cc(C#N)c(SCC(=O)OC)nc2c1	-1	-3	8	33*	3	3	116*	3	-1	6
COc1ccc(NC(=O)CN2C(=O)NC(C)(C3CC3)C2=O)cc1S(=O)(=O)N1CCCCC1 (stereo not given)	-7	3	4	2.8	-1	5	-1	-6	-7	-6
Cc1ccc(NC(=S)N/N=C/c2cccn2Cc2ccccc2F)cc1	5	-1	12	-0.4	1	8	4	5	-3	-4
COc1ccc(-c2nc(S(=O)(=O)c3ccccc3)c(N3CCOCC3)o2)cc1	-4	3	0	-0.5	2	0	-5	3	-1	7
O=C(COC(=O)c1cc([N+](=O)[O-])ccc1N1CCOCC1)NCc1ccc(Cl)cc1Cl	3	3	3	-1.2	-4	0	5	-15	-8	-16
COc1ccccc1C(=O)NNC(=O)c1ccc(Cl)cc1	-4	-4	-5	-2.2	3	-4	0	-16	2	-2
Cc1cc(C)cc(OCC(=O)Nc2cccc(-c3nnc(-c4ccco4)o3)c2)c1	3	0	-9	2.0	0	-1	14	-1	0	-7
O=C(CSc1ccc2c(c1)OCCO2)NCc1ccco1	-8	22*	4	2.3	7	8	-1	-4	-7	-8
CCOC(=O)C(CC)(CCC(=O)O)c1csc(N)n1 (stereo not given)	-3	1	1	-0.5	-2	0	11	5	-7	8
COc1ccc(-n2nc([N+](=O)[O-])c(=NCCC3=CCCCC3)n2O)cc1	0	6	1	0.0	-1	-3	1	-10	0	1
O=C(COC(=O)C1CCCN1C(=O)c1cccs1)c1ccccc1 (stereo not given)	0	2	17*	1.0	-5	0	4	7	-3	0
COc1cccc(C(=O)CC(C(=O)O)c2ccc(F)cc2)c1 (stereo not given)	1	2	-2	-2.2	3	3	-6	-1	1	-2
CCc1ccc(C(=O)COC(=O)C(Cc2ccccc2)NC(=O)C2CCC(C)CC2)cc1 (stereo not given)	1	1	-8	2.8	1	0	1	-8	-1	-8
CCOC(=O)N1CCN(C(=O)c2cc3cc(F)ccc3[nH]2)CC1	0	0	-3	-0.9	3	6	-1	2	3	-10
COCCCn1c(SCC(=O)OC2CCCCC2)nnc1-c1cccs1	-10	-1	10	-3.9	5	-5	1	-6	-3	0
Cc1nn(C)c(Cl)c1C(=O)NCC(=O)O	-6	-2	-2	0.3	2	1	6	17	9	1
CCCC(=O)OCC(=O)Nc1ccccc1Sc1ccccc1	-6	3	0	-2.6	6	-4	-3	-7	1	2
O=c1cc(-c2ccccc2)nc2nc(SCc3ccccc3)[nH]n12	-15	4	6	0.0	-1	8	-2	-8	3	4
CCOc1ccc(N=c2cc(-c3ccc(OC)cc3)oc3ccccc23)cc1	8	-1	5	0.5	-2	3	-1	-14	3	0
CC(O)CC(C)O (stereo not given)	2	1	-5	0.4	-2	0	-2	2	2	7
O=C(NCC(=O)N(Cc1ccco1)C(C(=O)NC1CCCCC1)c1ccncc1)c1cccs1 (stereo not given)	0	-1	6	-0.8	1	1	-3	-4	3	5
CC1CCN(C(=O)COC(=O)c2n[nH]c3ccccc23)CC1	3	-2	-3	0.2	-2	1	3	5	0	7
CCC(=O)Nc1cccc(-c2nnc(-c3ccccc3)o2)c1	0	6	-6	0.2	-2	-1	-3	8	-5	-3
CN(C)c1ccc(C(=O)N2CC(=O)N(CCc3ccccc3)C(=O)C2)cc1	-4	1	14	0.7	1	-6	1	1	-13	-6
CCOc1ccc(CCNC(=O)C2CCC(=O)N2C2CCCCC2)cc1OCC (stereo not given)	3	0	2	-0.7	-1	-4	0	5	4	0
Cc1ccccc1C(CC(=O)c1cccs1)C(C#N)C#N (stereo not given)	-13	9	-5	-0.2	-4	-1	0	-4	-6	-17
CC(C)c1ccc(N(C(=O)c2ccc3c(c2)OCO3)C2C=CS(=O)(=O)C2)cc1 (stereo not given)	-3	2	4	0.6	0	-1	2	-2	7	-1
CCOC(=O)C1CCCN(S(=O)(=O)Cc2ccccc2Cl)C1 (stereo not given)	4	-2	5	-3.9	0	-6	2	-5	0	4
CCOc1ccccc1N1CCN(S(=O)(=O)c2ccc(Cl)s2)CC1	-3	3	0	-3.2	-1	0	4	1	8	-10
CCOc1cccc(/C(O)=C2/C(=O)C(=O)N(CCOC)C2c2ccncc2)c1 (stereo not given)	2	0	2	1.5	-1	-4	-3	1	5	1
COc1ccc(CCC(=O)OC(C)C(=O)c2ccc(C)cc2)cc1 (stereo not given)	-4	6	-3	0.8	-4	-7	0	-7	3	-10
CCC(C)NS(=O)(=O)c1ccc(NS(=O)(=O)c2ccccc2[N+](=O)[O-])cc1 (stereo not given)	5	6	6	1.6	-4	30	-1	0	-6	10
COc1cc(CNC2CCCCC2)c(Br)cc1OC1CCCC1	2	3	4	-0.3	-3	-4	4	-10	-8	0
Nc1cc(N)nc(SCC(=O)NCC(=O)Nc2ccc(F)c(F)c2F)n1	-1	0	1	-1.5	0	0	-3	2	-1	0
O=C(COc1ccccc1Cl)NC(=S)N1CCc2ccccc21	-3	2	-3	1.8	0	7	-2	-6	5	-8
O=C1c2cccc(OCc3ccc(F)cc3)c2CCN1Cc1ccc(F)cc1	-23	-2	-9	-2.6	0	1	3	-17	4	-43
Cc1ccc(C(=O)NNC(=O)c2ccccc2OCc2c(C)noc2C)cc1	1	-2	1	-1.3	2	-3	-2	-2	-4	0
COc1ccc(NC(=O)CSc2n[nH]c(-c3ccncc3)n2)c([N+](=O)[O-])c1	10	4	1	-3.1	-2	1	5	8	-8	-4
CCCCNC(=O)c1onc(CSc2cc(C)cc(C)c2)c1C(=O)O	-29	-6	-2	0.6	-1	35*	0	2	0	-8

This is a subset. The share of hits here may be higher or lower than overall.
